# IEC-6 tox = IEC-6 cytotoxicity, counter-screen for KLF5 inhibitors; luminescence viability; inhibition, % at 5 µM; 0.78% of 290,000 active; in the data active means inhibition above about 22%;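 further: 0% = plate median of test compound wells and 100% = cytotoxic reference compound wells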
# TRPC4 inh = blocks the mouse TRPC4 cation channel; Q9QUQ5; HEK293 TRPC4beta/mu-opioid, DAMGO-evoked Fluo4 calcium flux; active compounds read low; B-score at 10 µM; 0.39% of 300,000 active; AID 2247;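 active means B-score over 3 SD under the library average, no early fluorescence shift, positive overall ratio signal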
#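 Assay system: Stable TRPC4beta/mu-opioid receptor HEK293 cells | Reagent: DAMGO in two steps, submaximal then maximal | Compound dosing: Single concentration per test compound | Signal: Fluo4 Ca2+ flux fluorescence | Evaluation: Per-well B score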
# TRPC4 act = opens the mouse TRPC4 cation channel; Q9QUQ5; HEK293 TRPC4beta/mu-opioid, Fluo4 calcium fluorescence; active compounds read high; B-score at 10 µM; 0.49% of 310,000 active; AID 2237;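 active means B-score above 5 SD of library B-scores, and initial fluorescence ratio not above library mean plus 5 SD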;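 further: positive B-score marks a calcium rise read as TRPC4 activation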
#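 Assay system: HEK293 cells stably co-expressing mouse TRPC4beta and mu-opioid receptor / Timing: Fluo4 dye loading 45 min at room temperature, 110 s recording / Signal: Fluo4 calcium-sensitive dye fluorescence, kinetic, 1 Hz baseline / Read-out: integrated baseline-normalised fluorescence ratio, converted to per-well B score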
# TRPC6 activator = activates the mouse TRPC6 cation channel | HEK293-TRPC6 membrane potential dye fluorescence; active compounds read high | B-score at 10 µM | 0.13% of 310,000 active;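 active means B-score of the integrated fluorescence ratio above library mean plus 3 SD, and starting fluorescence ratio within library mean plus 5 SD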;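 further: higher score means more depolarization so channel activation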
# Target sequence (Q61143 whole entry, looked up): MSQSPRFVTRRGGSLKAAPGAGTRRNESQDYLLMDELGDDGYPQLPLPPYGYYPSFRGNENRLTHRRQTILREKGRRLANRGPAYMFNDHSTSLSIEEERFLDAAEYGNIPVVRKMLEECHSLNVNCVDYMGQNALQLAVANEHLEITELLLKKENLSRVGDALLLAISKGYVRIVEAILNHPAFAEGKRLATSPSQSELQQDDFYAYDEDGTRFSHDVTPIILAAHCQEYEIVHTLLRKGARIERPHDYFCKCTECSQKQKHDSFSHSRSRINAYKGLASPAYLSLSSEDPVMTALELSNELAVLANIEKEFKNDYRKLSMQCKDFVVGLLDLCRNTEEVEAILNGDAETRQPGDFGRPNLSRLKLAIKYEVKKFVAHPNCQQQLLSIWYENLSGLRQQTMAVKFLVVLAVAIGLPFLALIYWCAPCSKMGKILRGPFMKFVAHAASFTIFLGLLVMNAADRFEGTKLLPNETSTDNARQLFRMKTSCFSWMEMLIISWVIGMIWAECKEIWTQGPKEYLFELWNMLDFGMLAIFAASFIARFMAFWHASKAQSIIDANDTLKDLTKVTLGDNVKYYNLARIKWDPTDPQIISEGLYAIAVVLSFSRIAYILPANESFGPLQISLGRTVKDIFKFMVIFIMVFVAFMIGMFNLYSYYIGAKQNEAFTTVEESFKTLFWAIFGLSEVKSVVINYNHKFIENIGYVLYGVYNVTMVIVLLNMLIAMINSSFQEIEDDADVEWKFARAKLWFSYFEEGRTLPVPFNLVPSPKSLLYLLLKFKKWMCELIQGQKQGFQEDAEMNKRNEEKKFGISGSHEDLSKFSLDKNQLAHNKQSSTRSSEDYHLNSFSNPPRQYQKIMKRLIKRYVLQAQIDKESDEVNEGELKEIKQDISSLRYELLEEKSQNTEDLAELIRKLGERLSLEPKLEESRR
# aSyn UTR inh = 5' untranslated region of α-synuclein, MLPCN primary screen | alpha-synuclein 5'UTR reporter, inhibitor activity | inhibition, % (tested at 7.5 µM) | 0.82% of 300,000 active; in the data active means inhibition above about 60%;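 further: H4 neuroglioblastoma cells stably carrying SNCA 5'UTR luciferase fusion; 0% = DMSO wells and 100% = positive control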
# TRPC4 PAM = allosterically enhances the mouse TRPC4 cation channel; Q9QUQ5; HEK293 TRPC4beta/mu-opioid, DAMGO EC20, Fluo-4 Ca2+ flux; active compounds read high; B-score at 10 µM; 0.42% of 310,000 active; AID 2227;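 active means B-score of calcium response area above 5 SD of library B-scores, with initial fluorescence ratio within 5 SD of library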;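 further: B-score of integrated fluorescence ratio over time as area under calcium response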
# SKKanGAS inh = blocks kanamycin growth of S. pyogenes SKKanGAS strain. BacTiter-Glo, 6 h. inhibition, % at 7.5 µM. 1.3% of 300,000 active;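 active means mean replicate score, as percent of positive control median, at least 50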;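 further: strain carries kanamycin resistance gene driven by streptokinase promoter and grows in 40 µg/ml kanamycin; loss of luminescence reflects streptokinase promoter inhibition or plain growth inhibition; 0% = median of DMSO wells and 100% = positive control at its reference dose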
# TRPC6 inhibitor = mouse TRPC6 channel inhibition; Q61143; HEK293-TRPC6, membrane potential dye, ACh-evoked depolarization; active compounds read low; B-score at 10 µM; 1.1% of 310,000 active;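 active means B-score under library mean minus 3 SD, initial fluorescence not abnormally high, positive integrated signal ratio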;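 further: B-score derived from integrated fluorescence ratio over the kinetic read; more negative B-score means stronger inhibition of depolarization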
# KLF5 inh = inhibitors of KLF5 expression; AID 1700; DLD-1 KLF5 promoter-luciferase reporter, luminescence; 0.23% of 290,000 active; inhibition, % at 5 µM;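 active means inhibition above a per-plate limit of that plate's mean compound inhibition plus 3 SD, cut at about 60% in these data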;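 further: 0% = DMSO wells and 100% = LY294002 at 200 µM; higher means less KLF5 promoter-driven luciferase light; inactives centre near -14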
# HIF act = HIF pathway transcriptional activation. U2OS HRE-luciferase reporter, luminescence; normalized: DMSO 0%, desferrioxamine 100%. activation, % at 7.5 µM (by protocol). 0.32% of 300,000 active;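 active means mean activation of at least 10% of the iron chelator positive control signal, with at least half of replicates also reaching 10%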
# MrgX1 antagonist = human MrgX1 receptor antagonism, primary screen; B-score at 10 µM; MRGX1-HEK293 calcium flux, Fluo-4, BAM8-22 antagonism; active compounds read low; 1.3% of 310,000 active;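 active means calcium-response B-score plate-corrected more than 3 library SD below zero, starting fluorescence within 5 deviations, no agonist response on first addition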;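 further: peak minus trough fluorescence over baseline after final BAM8-22 challenge near maximal dose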
# An asterisk follows results filed as active; i = inactive; / = not tested or not shown.
SMILES,IEC-6 tox,TRPC4 inh,TRPC4 act,TRPC6 activator,aSyn UTR inh,TRPC4 PAM,SKKanGAS inh,TRPC6 inhibitor,KLF5 inh,HIF act,MrgX1 antagonist
Cc1ccc(C)c(OCC(=O)N/N=C/c2c(C)nn(-c3ccccc3)c2Cl)c1C,-3,i,i,i,9,i,0,i,-18,-2.3,i
Nc1nc(N2CCN(C(=O)c3ccco3)CC2)nc2ccccc12,4,i,i,i,-102,i,-2,-7.5*,-84,4.1,i
O=C(CSCc1ccc(Cl)cc1)N1CCN(Cc2ccc3c(c2)OCO3)CC1,0,i,i,i,17,i,-8,i,-23,-0.4,i
O=C(NCc1ccc2c(c1)OCO2)c1ccc(S(=O)(=O)C(F)F)cc1,-8,/,i,i,-16,i,-1,i,-17,-0.3,i
Cn1c(CNC(=O)c2ccco2)nnc1SCC(=O)N1CCN(c2ccccc2)CC1,2,i,i,i,5,i,-2,i,-24,0.1,i
Cc1ccc(S(=O)(=O)Cn2nnnc2C(CC(C)C)N2CCN(C3CCCC3)CC2)cc1 (stereo unspecified),-4,i,i,i,4,i,10,i,13,-0.1,i
O=C(O)c1cccc(NC2=Nc3cccc4cccc2c34)c1,-6,i,i,i,-114,i,3,i,-108,0.9,i
C=C(C)CNC(=S)Nc1nc2c(cc1C(=O)OCC)CCCC2,7,i,i,i,-105,i,-3,i,-29,1.0,/
O=C1CC(c2cccc(F)c2)c2c(c3ccccc3[nH]c2=O)O1 (stereo unspecified),-2,i,i,i,-10,i,-1,i,-46,-0.1,i
CCCCN(CC)C(=O)c1cc2cc3ccc(Cl)cc3nc2o1,18,i,i,i,-87,i,-5,i,-46,0.9,i
CCOC(=O)C1=C(CSc2nccn2C)NC(=O)NC1c1ccc(OC)cc1 (stereo unspecified),-1,i,i,i,4,i,4,i,2,-0.3,i
O=C(NNC1=NS(=O)(=O)c2ccccc21)c1ccccc1Cl,3,i,i,i,22,i,3,i,-15,0.0,i
Cc1ccc(S(=O)(=O)N(Cc2ccccc2)c2ccccc2C(=O)NCc2cccnc2)cc1,-2,i,i,i,17,i,4,i,-7,-1.1,i
CCC(C(=O)NCCc1ccccc1OC)n1nc(C)c2c(C)n(-c3ccccc3)nc2c1=O (stereo unspecified),3,i,i,i,10,i,7,i,-10,-0.5,i
CCc1ccc2oc(C(=O)Nc3ccc(S(N)(=O)=O)cc3)c(C)c2c1,1,i,i,i,22,i,15,i,-10,-0.3,i
COc1ccccc1N1CCN(C(=O)c2cc(C(=O)N3CCN(c4ccccc4OC)CC3)cc([N+](=O)[O-])c2)CC1,0,i,i,i,14,i,6,i,-51,-2.6,i
O=C(CSc1cn(CCNC(=O)c2c(F)cccc2F)c2ccccc12)NCC1CCCO1 (stereo unspecified),-5,i,i,i,5,i,0,i,-39,0.3,i
CCCN(CCC)Cc1c(C(=O)N/N=C/C(C)=C\c2ccccc2)nnn1-c1nonc1N,7,i,i,i,15,i,19,i,3,-0.5,i
O=C(O)CCSc1ccccn1,4,i,i,i,12,i,6,i,15,0.2,i
CC1c2[nH]c3ccccc3c2C[C@H]2C(=O)N(CCO)CC(=O)N12 (stereo partly specified),-5,i,i,i,-13,i,-3,i,-28,0.5,i
COc1ccccc1C(=O)COC(=O)CN1C(=O)c2ccccc2C1=O,2,i,i,i,10,i,-3,i,-11,-0.7,i
Cc1ccc(N(CC(N)=O)C2SC(=O)N(Cc3cccc(C(=O)O)c3)C2=O)cc1 (stereo unspecified),5,i,i,i,-12,i,-9,i,-1,0.2,i
C#CCNC(=O)C1=C[C@H](c2coc3ccccc3c2=O)C[C@H](OCc2ccc(CO)cc2)O1,1,i,i,i,-34,i,-5,i,-7,1.6,i
CCN1CCCC1CNc1ccc(S(C)(=O)=O)cc1[N+](=O)[O-] (stereo unspecified),-8,i,i,i,3,i,-2,i,-15,-0.6,i
CN(C)C(=O)COC(=O)c1cc(Cl)cc(Cl)c1N,3,i,i,i,11,i,0,i,-40,-0.1,i

# Next section (3 carried over from the part before).
SMILES,IEC-6 tox,TRPC4 inh,TRPC4 act,TRPC6 activator,aSyn UTR inh,TRPC4 PAM,SKKanGAS inh,TRPC6 inhibitor,KLF5 inh,HIF act,MrgX1 antagonist
C#CCNC(=O)C1=C[C@H](c2coc3ccccc3c2=O)C[C@H](OCc2ccc(CO)cc2)O1,1,i,i,i,-34,i,-5,i,-7,1.6,i
CCN1CCCC1CNc1ccc(S(C)(=O)=O)cc1[N+](=O)[O-] (stereo unspecified),-8,i,i,i,3,i,-2,i,-15,-0.6,i
CN(C)C(=O)COC(=O)c1cc(Cl)cc(Cl)c1N,3,i,i,i,11,i,0,i,-40,-0.1,i
CCCCNC(=O)C1CCN(S(=O)(=O)c2cnc[nH]2)CC1,-5,i,i,i,-1,i,5,i,0,1.6,i
CC1CCCC(C)N1C(=O)COC(=O)Cn1cnc2c1c(=O)n(C)c(=O)n2C (stereo unspecified),/,i,i,i,-10,i,-5,i,/,0.1,i
CCOC(=O)Cc1csc(NS(=O)(=O)c2ccc(C(F)(F)F)cc2)n1,-12,i,i,i,1,i,3,i,-10,-0.3,i
CCCCNS(=O)(=O)c1ccc2nc(SCC(N)=O)[nH]c2c1,-9,i,i,i,8,i,-5,i,-13,-0.7,i
CN(C(=O)C1CCC(=O)N(C2CC2)C1)C1CCCCC1 (stereo unspecified),-6,i,i,i,-25,i,-1,i,-47,0.4,i
CCN(C(=O)COc1ncnc2ccc(Br)cc12)C1CCS(=O)(=O)C1 (stereo unspecified),-1,i,i,i,-12,i,-1,i,-14,-0.3,-5.7*
Cc1oc(-c2ccccc2F)nc1CSCC(=O)NC1CCC(C)CC1 (stereo unspecified),-4,i,i,i,-9,i,15,i,-18,-1.0,i
CCOc1ccccc1NC(=O)C(OC(=O)c1cc(C)oc1C)c1ccccc1 (stereo unspecified),-2,i,i,i,2,i,7,i,-6,0.3,i
Cc1cc(C(=O)Nc2ccccc2C)on1,8,i,i,i,6,i,-6,i,-4,-0.4,i
COc1ccc(Cc2nc(-c3cccc(C)c3)no2)cc1,3,i,i,i,-102,i,1,i,-81,2.5,i
CCOCCCNC(=O)CNC(=S)N(Cc1ccc(C)cc1)Cc1ccco1,2,i,i,i,23,i,-4,i,-8,0.2,i
NC(=S)NNc1cccc2cccnc12,-3,i,i,i,-4,i,7,i,-16,1.0,i
C#Cc1ccc(CN2CCC(Oc3ccc(C(=O)NCc4ccccn4)cc3)CC2)cc1,-5,i,i,i,-3,i,14,i,-31,0.1,i
Nc1cc([N+](=O)[O-])ccc1Nc1ccccc1,3,i,i,i,6,i,-6,i,-28,0.1,i
Cc1cc(Nc2ccccc2)c2c([N+](=O)[O-])c(C)cc(C)c2n1,-2,i,i,i,47,i,19,i,-19,0.0,i
COC(=O)CNC(=O)Cn1c(=O)n(Cc2ccc(F)cc2)c(=O)c2sccc21,-5,i,i,i,4,i,4,i,-10,-0.4,i
O=C(CN1CCCC1)NC12CC3CC(CC(C3)C1)C2,-4,i,i,i,-5,i,0,i,-11,0.9,i
COc1cccc(N/C(N)=N/c2nc(CSc3ccccn3)cc(=O)[nH]2)c1,-9,i,i,i,-30,i,0,i,1,0.6,i
Cc1ccc(C)c(NC(=O)CN(C)C(=O)c2sccc2C)c1,/,i,i,i,-13,i,0,i,/,-0.1,i
O=[N+]([O-])c1ccc(COc2ccc(-c3[nH]ncc3-c3ccc(Cl)cc3)c(O)c2)cc1,-5,i,i,i,25,i,95*,i,8,-0.5,i
CC(Nc1n[nH]c(=O)[nH]c1=O)C(=O)N/N=C/c1ccccc1 (stereo unspecified),-6,i,i,i,5,i,6,i,-8,0.5,i
O=C(NC(=S)N1CCCC1)c1cccc([N+](=O)[O-])c1,-6,i,i,i,9,i,32,i,-50,-0.5,i
CCC(C)NC(=O)C1(O)c2ccccc2NC(=O)N1c1ccc(C)c(C)c1 (stereo unspecified),2,i,i,i,14,i,5,i,-24,0.3,i
Cc1ccc(-c2ccc(/C=N/n3cnnc3)o2)cc1Cl,-3,i,i,i,12,i,-8,i,-14,-1.8,i
Cc1ccc2[nH]c3c(=O)n(CCCN4CCN(C)CC4)cnc3c2c1,-3,i,i,i,8,i,-15,i,-48,0.5,i
# More structures:
SMILES,IEC-6 tox,TRPC4 inh,TRPC4 act,TRPC6 activator,aSyn UTR inh,TRPC4 PAM,SKKanGAS inh,TRPC6 inhibitor,KLF5 inh,HIF act,MrgX1 antagonist
Cc1ccc(OCC(=O)O/N=C(\N)Cc2ccc([N+](=O)[O-])cc2)cc1C,-3,i,i,i,-1,i,-8,i,-1,-0.8,i
O=C(Cc1c(Cl)cccc1Cl)NCCc1ccc(Cl)cc1,-8,i,i,i,22,i,-2,i,5,0.4,i
CCC(c1nnc(SCC(=O)NCCc2ccc(Cl)cc2Cl)o1)N(C)C (stereo unspecified),-2,i,i,i,6,i,4,i,3,-0.3,i
CCN(C(=O)c1cc2c(=O)[nH]c3ccc(C)cc3c2s1)c1ccccc1F,0,i,i,i,-10,i,-2,i,-31,0.0,i
COc1ccc(C(=O)NC(C(=O)NCC2CCCO2)C(C)C)cc1 (stereo unspecified),-1,i,i,i,9,i,-2,i,-26,-0.3,i
O=C(CN(c1ccc(F)cc1)S(=O)(=O)c1ccc2c(c1)OCCO2)NCc1ccncc1,-6,i,i,i,5,i,5,i,-40,-0.1,i
Cc1ccc(C2=NNC(C(O)C(O)C(O)C(C)O)S2)cc1 (stereo unspecified),2,i,i,i,-87,i,0,i,-89,2.6,i
COc1ccc(OC)c(S(=O)(=O)N2CCCC(N3CCN(c4ccccc4)CC3)C2)c1 (stereo unspecified),8,i,i,i,8,i,-1,i,-6,-0.6,i
COc1ccc(NC(=O)COC(=O)c2c(C)noc2C)c(OC)c1,1,i,i,i,-27,i,-2,i,10,0.0,i
COc1ccc(-c2cn(Cc3ccc(C)cc3)nn2)cc1,6,i,i,i,-108,i,3,i,-110,4.3,i
O=C1/C(=C/c2ccccn2)SC(=S)N1CCc1ccccc1,-4,i,i,i,-159,i,9,i,3,1.0,i
CN(C)CCC#CC(O)(c1ccccc1)c1ccccc1,-8,i,i,i,-9,i,-10,-5.7*,-15,-0.1,i
COCCNC(=O)C1c2cc(OC)c(OC)cc2C(=O)N(C)C1c1cccnc1 (stereo unspecified),1,i,i,i,8,i,-5,i,-13,-0.6,i
Cc1c(/C(O)=C2\C(=O)C(=O)N(CCN(C)C)C2c2ccccc2)cnn1-c1ccccc1 (stereo unspecified),-1,i,i,i,-33,i,1,i,-48,-2.3,i
Cc1cc(C)n2nc(CC(=O)NNC(=O)c3ccccc3Cl)nc2n1,-2,i,i,i,16,i,-2,i,3,-0.3,i
Cc1ccc(C(=O)Nc2cc(=O)n(C)c(=O)n2C)o1,2,i,i,i,-21,i,6,i,-31,0.0,i
